697 NFkB inh = inhibitors of the PMA/ionomycin-induced NF-kB reporter in 697 B cells; 697 B-cell NF-kB luciferase reporter, 16 h; inhibition, % at 4 µM; AID 435022; actives 0.33% (n = 330,000); in the data active = inhibition above about 35%
Mdm2-MdmX inh = human Mdm2/MdmX binding inhibition; O15151+Q00987; actives 3% (n = 330,000); inhibition, % at 8 µM; SaOS-2 split-luciferase Mdm2/MdmX complementation, luminescence; AID 485346;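 active = inhibition of at least 50% at 8 µM in the primary screen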
Target sequence (O15151 whole entry, looked up): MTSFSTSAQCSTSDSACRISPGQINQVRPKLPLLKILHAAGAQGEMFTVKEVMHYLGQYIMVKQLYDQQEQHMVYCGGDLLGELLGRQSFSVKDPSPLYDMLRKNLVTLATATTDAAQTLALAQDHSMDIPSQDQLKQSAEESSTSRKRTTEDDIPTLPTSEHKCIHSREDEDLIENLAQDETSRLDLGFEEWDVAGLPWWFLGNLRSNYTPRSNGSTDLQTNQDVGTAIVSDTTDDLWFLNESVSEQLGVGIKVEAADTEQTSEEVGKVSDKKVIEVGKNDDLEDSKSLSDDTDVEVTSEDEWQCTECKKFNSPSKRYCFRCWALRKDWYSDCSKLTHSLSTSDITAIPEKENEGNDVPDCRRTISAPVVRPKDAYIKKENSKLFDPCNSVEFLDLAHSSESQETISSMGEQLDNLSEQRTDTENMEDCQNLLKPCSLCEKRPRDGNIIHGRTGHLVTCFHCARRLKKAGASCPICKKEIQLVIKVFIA
Target sequence (Q00987 whole entry, looked up): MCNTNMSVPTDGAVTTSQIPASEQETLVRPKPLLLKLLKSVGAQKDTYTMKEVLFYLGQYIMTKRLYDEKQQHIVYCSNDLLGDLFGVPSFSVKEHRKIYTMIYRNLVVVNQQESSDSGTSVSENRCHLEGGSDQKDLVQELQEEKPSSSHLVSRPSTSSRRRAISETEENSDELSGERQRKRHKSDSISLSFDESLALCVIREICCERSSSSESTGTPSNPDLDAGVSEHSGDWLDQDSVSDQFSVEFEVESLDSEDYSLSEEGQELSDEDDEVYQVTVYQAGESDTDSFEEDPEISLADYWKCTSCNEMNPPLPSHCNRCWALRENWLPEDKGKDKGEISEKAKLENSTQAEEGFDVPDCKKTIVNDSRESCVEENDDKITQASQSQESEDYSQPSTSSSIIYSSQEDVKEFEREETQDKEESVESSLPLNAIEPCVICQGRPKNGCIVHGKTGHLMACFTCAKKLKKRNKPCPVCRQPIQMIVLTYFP
CHOP UPR activ = apoptotic UPR (CHOP) activation | CHO-CHOP luciferase reporter, luminescence; percent of tunicamycin response over DMSO baseline | activation, % at 10 µM | actives 0.34% (n = 330,000);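 active = at 10 µM dose, activation of 40% or more, normalized to positive control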;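 also: 100% = tunicamycin at 10 µg/mL and 0% = DMSO alone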
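Assay system: CHO-CHOP cells, stable luciferase reporter of PERK-eIF2a-CHOP signalling / Buffer or medium: F12 plus 10% serum / Compound dosing: one dose, 10 µM in 0.5% DMSO / Times: 6 h compound treatment, 37 °C / Technique: luciferase luminescence / Read-out: % reporter activation, DMSO baseline versus tunicamycin full activation / Benchmarks: tunicamycin and DMSO controls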
Jurkat NFkB inh = inhibitors of the PMA/ionomycin-induced NF-kB reporter in Jurkat cells | inhibition, % at 4 µM | PMA/ionomycin-induced NF-kB luciferase reporter, luminescence | actives 0.53% (n = 330,000) | AID 435003; in the data active = inhibition above about 50%
TIM10 inh = growth inhibitors of TIM10 yeast strain; S. cerevisiae TIM10 strain growth, BacTiter-Glo luminescence, 24 h; inhibition, % at 10 µM; actives 1.4% (n = 330,000);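 active = inhibition of 40% or more at the single tested concentration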;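 also: wild-type TIM10 isogenic control strain grown at permissive 25 °C; 0% = DMSO yeast wells and 100% = minimal medium wells without yeast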
tim10-1 inh = tim10-1 yeast growth inhibition; S. cerevisiae tim10-1 ts strain growth, BacTiter-Glo, 24 h; inhibition, % at 20 µM; actives 2.2% (n = 330,000); AID 463190;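 active = inhibition of at least 40%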;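 also: mutant grown at 25 °C; 0% = DMSO wells with yeast and 100% = wells holding no yeast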
XBP1 UPR activ = adaptive UPR (XBP1) activation; actives 0.33% (n = 330,000); activation, % at 20 µM; CHO-XBP1 luciferase reporter, IRE1-XBP1 UPR activation, luminescence; percent of tunicamycin response, DMSO as zero;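 active = versus positive control, 20 µM dose yields 30% or more activation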;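 also: 100% = tunicamycin at 10 µg/mL and 0% = DMSO only wells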
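incubation = overnight seeding at 37 °C, 6 h compound treatment at 37 °C | assay system = CHO-XBP1 cells stably carrying IRE1-XBP1-driven luciferase reporter | input = 1000 cells per well | detection = luciferase luminescence | dosing = single point, 20 µM final compound, 1% DMSO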
tim23-1 inh = growth inhibitors of tim23-1 mutant yeast; inhibition, % at 20 µM; actives 1.3% (n = 330,000); S. cerevisiae tim23-1 growth, BacTiter-Glo luminescence, 24 h; AID 463212;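 active = growth inhibition of the mutant yeast at or above 50%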;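 also: temperature-sensitive mutant grown at 25 °C; plate controls were DMSO-treated mutant yeast for no effect and medium wells lacking yeast for full effect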
An asterisk follows results filed as active.

SMILES	697 NFkB inh	Mdm2-MdmX inh	CHOP UPR activ	Jurkat NFkB inh	TIM10 inh	tim10-1 inh	XBP1 UPR activ	tim23-1 inh
N#CCC(=O)Nc1ccc(C(=O)OCC(=O)c2ccc3c(c2)NC(=O)CO3)cc1	13.2	18.1	2.2	-6.9	-22.7	-6.3	-0.7	-2.6
Cc1ccccc1CS(=O)(=O)Cc1ccc(C(=O)NCC2CCCO2)o1 (stereo unspecified)	13.2	15.6	-0.3	-7.2	-3.9	2.9	-0.1	0.3
Cc1nn(C)cc1C(=O)/C=C/c1ccc([N+](=O)[O-])cc1	23.1	40.2	11.9	18.6	20.9	22.0	-3.5	14.2
CCOc1ccc(/C(O)=C2/C(=O)C(=O)N(Cc3cccnc3)C2c2ccc(N(C)C)cc2)c(C)c1 (stereo unspecified)	-6.9	-8.8	-1.5	-28.1	-12.4	-6.3	2.5	-1.6
C=CCSc1nc2ccccc2[nH]1	13.1	12.4	-1.1	-5.0	8.3	-4.8	-2.5	13.6
Cc1cc2nc(C)c(=O)n(C)c2cc1C	-11.8	13.2	0.8	-15.6	3.9	8.1	-3.1	3.3
CC(=O)Oc1ccc(C(=O)Nc2cc(NC(=O)c3ccc(OC(C)=O)cc3)cc(C(=O)NC(C)(C)C)c2)cc1	18.7	16.5	0.3	2.4	6.2	7.8	-2.4	11.1
OCc1ccnc2c(O)cccc12	-1.1	20.7	-0.5	1.0	6.0	22.9	0.1	20.4
C=CCn1c(SCC(=O)NC2CCCCC2)nc2ccccc2c1=O	3.5	11.5	-1.1	-8.3	-36.7	-1.7	-1.1	-4.6
COc1ccc(C(=O)Nc2nnc(-c3ccc(F)cc3)s2)c(OC)c1	1.6	-27.8	2.5	6.1	11.4	-8.7	-1.1	-2.3
COc1ccc(CNC(=S)NCc2ccc(OC)cc2)cc1	-3.0	11.4	-1.6	6.6	-14.6	9.5	-3.8	-4.7
CC(C)CNC(=O)c1ccccc1NC(=O)c1ccccc1N(C)S(C)(=O)=O	13.5	11.8	-3.3	2.2	-9.7	16.2	0.0	8.2
COC(=O)C1(C)NC(c2cccs2)C2C(=O)N(c3ccccc3F)C(=O)C21 (stereo unspecified)	-4.1	-11.0	-1.1	-11.7	6.0	-10.4	-0.9	14.6
CCN(CC)CCN(Cc1cc2cc3c(cc2[nH]c1=O)OCO3)C(=S)NCC(C)C	-22.4	15.3	4.0	-1.6	-4.4	4.5	-4.5	2.4
CCc1ccccc1N(C(C)=O)c1nc(CN=C=S)cs1	-2.8	-10.8	-0.5	-0.2	8.4	11.1	-5.5	27.4
CN(CC(=O)NC(=O)NC(C)(C)C)CC(=O)Nc1ccccc1Cl	8.0	-19.9	0.3	-2.6	5.2	1.6	-0.4	15.5
COCCN(CC(=O)Nc1cccc(C)c1C)C(=O)C1(c2ccccc2)CC1	8.0	-10.3	-0.7	-0.5	4.7	-3.0	1.1	17.6
N#CCOC(=O)C1c2ccccc2Oc2ccccc21	3.4	-6.4	1.9	-5.0	6.4	-6.8	-2.0	7.2
O=C(O)c1cc(-c2ccc(Cl)s2)[nH]n1	-8.7	-7.5	-0.8	-3.3	-6.5	0.9	-1.5	4.4
CNCCC1Sc2ccccc2Oc2ccccc21 (stereo unspecified)	11.1	28.3	0.9	5.4	0.0	5.2	1.1	1.7
O=C(CCn1c(=S)[nH]c2ccccc2c1=O)NCCCN1CCOCC1	-19.6	-14.2	-1.5	-3.2	-1.2	-3.2	-2.6	14.2
O=C(Cn1nnc2ccccc21)c1ccc(Br)cc1	-29.9	-3.6	4.0	-26.8	3.7	13.3	-3.8	29.3
COc1ccc(C(=O)Nc2cccnc2)cc1	-4.0	18.4	4.3	-11.9	14.5	15.6	-1.2	16.3
Cc1ccc(S(=O)(=O)N2CCOCC2)cc1C(=O)NCCN1C(=O)S/C(=C\c2ccccc2Cl)C1=O	2.5	15.9	1.6	8.6	25.4	16.8	-1.9	4.0
CCCCC1CCC(C(=O)N(C)CC(=O)Nc2cccc(OC)c2)CC1 (stereo unspecified)	5.3	7.9	0.2	-4.2	11.0	16.5	0.8	41.3
Cc1ccc(C)c(N2N=C(C(=O)Nc3ccc(S(=O)(=O)N4CCCC4)cc3)CCC2=O)c1	9.4	2.8	0.0	-6.9	6.8	11.4	0.0	7.8
O=C(COC(=O)C1CCN(S(=O)(=O)c2cccs2)CC1)c1cc2ccccc2o1	14.1	-12.4	-0.6	2.7	14.0	4.9	-1.0	34.2
O=C(Nc1ccc(F)cc1)C(c1ccccc1)N1CCN(S(=O)(=O)c2ccccc2)CC1 (stereo unspecified)	23.2	17.9	-1.1	8.2	15.8	22.0	-5.0	26.6
COc1ccc(CCNC(=O)c2ccc3c(c2)OCCO3)cc1	-28.1	-64.1	3.8	-33.5	1.9	1.1	3.1	19.6
Cc1ccc(C(=O)Nc2ccccc2N2CCOCC2)cc1S(=O)(=O)N1CCOCC1	8.2	31.3	0.8	-9.4	1.5	18.2	1.5	16.7
CC(=O)OCC1=C(C(=O)O)N2C(=O)C(NC(=O)CCn3nc(C)c(Cl)c3C)C2SC1 (stereo unspecified)	19.2	4.9	5.1	2.9	1.4	-6.6	-3.4	0.8
O=C(COc1ccc(-c2nnco2)cc1)Nc1cc([N+](=O)[O-])ccc1F	16.8	33.5	1.1	-7.9	-5.8	2.3	1.5	12.9
Cc1ccc(/C=C/S(=O)(=O)NCC(=O)O)cc1	20.2	6.2	0.8	-7.9	4.6	7.4	-0.2	-3.2
O=C(COc1ncnc2sccc12)NC1CCS(=O)(=O)C1 (stereo unspecified)	27.6	9.3	2.2	4.8	-15.7	-2.7	-0.5	2.7
CC(C)C[C@H](NC(=O)c1[nH]cnc1C(=O)Nc1ccc(Cl)cc1)C(=O)OC(C)(C)C	-10.5	39.5	1.6	-1.2	11.2	19.7	19.7	25.3
O=C(O)CCC(=O)N1CCN(c2nc3ccccc3s2)CC1	-0.6	-6.6	0.9	-7.1	5.0	-10.1	-2.8	9.7
CC(=O)c1cc(C#N)c(Oc2ccccc2)nc1C	-3.2	22.4	1.9	9.4	-1.8	-25.4	-1.1	-12.3
CN(C)c1ccc(/C=N/NC(=O)CN2CCN(c3ccc(F)cc3)CC2)cc1	8.4	34.0	4.3	10.6	-0.3	2.4	2.4	-6.2
Cc1cc(O)ccc1Nc1nc2ccccc2nc1Nc1ccc(O)cc1C	2.5	11.2	3.9	1.7	7.4	12.1	0.2	17.7
COCCCn1c(=O)c2sccc2n2c(CCCC(=O)NCc3ccccc3OC)nnc12	-16.3	3.0	0.2	-5.5	-12.4	-10.9	-3.4	-8.3
COc1ccc(C2C(C#N)=C(N)N(Nc3ccccc3)C3=C2C(=O)CC(C)(C)C3)cc1C (stereo unspecified)	8.9	-3.8	-2.5	-9.3	0.7	7.2	0.2	6.0
CCOc1ccccc1N=Nc1c(C)[nH]n(-c2ccccc2)c1=O	11.8	20.7	-1.9	-7.9	0.8	0.1	-1.7	-2.2
CCN(CC(=O)Nc1ccc(OC)c(OC)c1)S(=O)(=O)c1ccc(C)cc1	6.8	19.7	-0.2	20.1	-10.7	2.5	-3.3	-3.7
COc1ccc(Cl)cc1NC(=O)C(C)OC(=O)C1=NNC(=O)CC1 (stereo unspecified)	9.6	-1.2	1.4	1.7	-2.0	3.0	0.9	10.3
O=C(Cn1cnc2sc3c(c2c1=O)CCCC3)NCC(=O)Nc1ccc(F)cc1F	-0.4	21.2	-2.3	2.9	-0.9	6.4	-2.5	-2.5

Next part; it opens with the five that closed the last part.
SMILES	697 NFkB inh	Mdm2-MdmX inh	CHOP UPR activ	Jurkat NFkB inh	TIM10 inh	tim10-1 inh	XBP1 UPR activ	tim23-1 inh
COc1ccc(C2C(C#N)=C(N)N(Nc3ccccc3)C3=C2C(=O)CC(C)(C)C3)cc1C (stereo unspecified)	8.9	-3.8	-2.5	-9.3	0.7	7.2	0.2	6.0
CCOc1ccccc1N=Nc1c(C)[nH]n(-c2ccccc2)c1=O	11.8	20.7	-1.9	-7.9	0.8	0.1	-1.7	-2.2
CCN(CC(=O)Nc1ccc(OC)c(OC)c1)S(=O)(=O)c1ccc(C)cc1	6.8	19.7	-0.2	20.1	-10.7	2.5	-3.3	-3.7
COc1ccc(Cl)cc1NC(=O)C(C)OC(=O)C1=NNC(=O)CC1 (stereo unspecified)	9.6	-1.2	1.4	1.7	-2.0	3.0	0.9	10.3
O=C(Cn1cnc2sc3c(c2c1=O)CCCC3)NCC(=O)Nc1ccc(F)cc1F	-0.4	21.2	-2.3	2.9	-0.9	6.4	-2.5	-2.5
COCCn1c(=O)[nH]c2cc(C(=O)NCCN3CCN(c4ccc(OC)cc4)CC3)ccc2c1=O	-16.4	-8.5	-0.5	4.9	0.2	13.9	-1.3	12.6
CN(CC(=O)NC(=O)NCc1ccccc1)Cc1ccc(Cl)cc1	-21.5	-2.7	3.5	1.8	-17.9	24.6	-1.1	23.1
Nc1nc(CN2CCN(c3ccc(F)cc3)CC2)nc(N2CCCc3ccccc32)n1	-20.0	14.3	-1.7	-12.4	20.4	38.4	-1.9	38.2
CN(CCCC1CCCC1)C(=O)CCc1nnc(-c2ccccc2)o1	-102.5	-95.2	2.9	-93.8	-2.6	-13.4	3.0	27.4
Cc1ccc(C)c(S(=O)(=O)N2CCN(CC(=O)NC(=O)NCc3ccco3)CC2)c1	-32.8	-0.9	-1.5	-9.6	9.3	15.5	-2.9	13.3
Cc1ccc(OCCCCn2ccnc2)c([N+](=O)[O-])c1	-1.5	18.1	-1.7	-3.7	-4.2	5.3	3.2	-2.7
COc1ccc(Br)cc1CN1CCCCCCC1	5.7	21.0	-1.4	9.9	-11.2	-22.9	2.4	-15.3
COc1ccc(NS(=O)(=O)c2ccc3nc(COc4ccc5ccccc5c4)[nH]c3c2)cc1	-20.2	40.3	-0.6	-11.6	-6.6	15.8	-1.9	-2.5
C#Cc1ccc([C@@H]2C=C(C(=O)NC3CC3)O[C@H](OCc3ccc(CO)cc3)C2)cc1	-23.2	-1.1	-0.1	-3.9	-11.2	12.7	3.0	15.4
COc1ccc2ncc(S(=O)(=O)c3ccccc3)c(N3CCN(c4ccccc4)CC3)c2c1	6.5	1.4	1.8	-3.7	24.8	4.8	2.5	-3.7
CC(=O)c1ccc(NC(=O)CS(=O)(=O)c2cn(CC(=O)N3CCOCC3)c3ccccc23)cc1	1.6	16.5	-1.4	7.6	-1.8	0.5	-1.1	-13.0
CN(C)Cc1nc2ccccc2c(=O)n1Cc1nc(C(C)(C)C)cs1	-9.7	16.5	0.1	-5.6	-16.0	28.2	-1.3	-5.1
Cc1cc2c(cc1S(=O)(=O)NCc1ccc(Cl)cc1)OCC(=O)N2	17.2	17.8	-0.8	-2.1	-0.7	-11.3	3.5	-5.6
CCCCCCCOc1ccc(C(=O)Nc2cccnc2)cc1	-13.6	-8.5	8.5	20.5	13.5	12.6	-0.7	24.5
Nc1nc(C23CC4CC(CC(C4)C2)C3)cs1	-10.8	23.2	-2.1	2.7	14.6	15.0	1.9	28.4
CCOC(=O)C1CCN(CC(O)COc2ccc(C(C)=O)cc2)CC1 (stereo unspecified)	30.9	8.8	0.6	-5.3	9.5	6.2	-2.2	-19.0
Cc1ccccc1-n1nc(C)c2cc(C(=O)N3CCOCC3)sc21	16.0	-15.7	-0.9	-0.3	0.4	12.9	-0.3	-4.6
CCOc1ccc2nc(CN3CCN(Cc4ccsc4)C(CCO)C3)ccc2c1 (stereo unspecified)	-7.3	-20.1	-2.7	7.5	4.7	2.0	-4.6	12.9
COC(=O)c1sc2cc(C(F)(F)F)cnc2c1-c1cccnc1	-2.7	6.1	-0.7	-6.9	-6.3	-2.1	0.5	20.0

Source: PubChem (Sanford-Burnham Center for Chemical Genomics)
